CRFBP-R2 agonist: CRF-BP/CRF-R2 complex agonism; AID 588473; HEK293 CRF-R2/CRF-BP, calcium dye fluorescence (FLIPR); percent of saturating CRF peptide response; 0.46% of 350,000 active; activation, % at 13.2 µM;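 active means activation of at least 50%, plus an integration ratio under a set limit after plate pattern correction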;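 further: plate controls were neutral control wells without compound for no effect and CRF at EC100 for full effect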
TAAR1 antagonist: antagonists of human TAAR1; Q96RJ0; CHO RD-HGA16 TAAR1, Fluo-8 calcium fluorescence, antagonist; inhibition, % at 3 µM; 1.5% of 360,000 active;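 active means inhibition above a per-plate cutoff, the mean inhibition of test compounds on that plate plus 3 SD, cut at about 49% in these data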;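 further: 0% = DMSO plus EC80 beta-PEA response and 100% = DMSO alone without agonist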
Target sequence (Q96RJ0 whole entry, looked up): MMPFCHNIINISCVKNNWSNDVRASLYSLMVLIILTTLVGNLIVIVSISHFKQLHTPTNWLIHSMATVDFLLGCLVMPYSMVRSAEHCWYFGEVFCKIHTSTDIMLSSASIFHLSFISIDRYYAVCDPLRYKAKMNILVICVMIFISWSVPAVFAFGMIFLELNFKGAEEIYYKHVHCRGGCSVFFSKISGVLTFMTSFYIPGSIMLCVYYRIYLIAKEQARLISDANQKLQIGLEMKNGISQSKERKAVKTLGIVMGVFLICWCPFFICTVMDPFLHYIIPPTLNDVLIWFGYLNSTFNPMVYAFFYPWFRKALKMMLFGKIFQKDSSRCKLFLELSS
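Test system: hTAAR1-expressing CHO RD-HGA16 cells, Gα16-coupled; Probe or stimulus: EC80 β-phenethylamine stimulus; Compound dosing: single nominal final test compound concentration of 3 µM; Timing: 140 s kinetic read after compound, 140 s after agonist; Signal: Fluo-8 calcium-sensitive fluorescence; Measure: % inhibition of agonist calcium response; Controls: DMSO and EC80 PEA controls.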
M5 PAM: CHRM5 positive allosteric modulation; 0.3% of 360,000 active; activation, % at 3 µM; CHO-K1 hM5, Fluo-8 calcium, ACh EC20 PAM; 0% = ACh EC20, 100% = ACh EC100; P08912;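 active means activation above the run cutoff, the mean activation of all test compounds plus 3 SD, cut at about 18% in these data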
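system = human M5 receptor in CHO-K1 cells | compound = one concentration, 3 µM final (nominal) | schedule = Post-acetylcholine fluorescence recording 140 s | signal = Fluo-8 calcium dye fluorescence, kinetic read | benchmarks = low control EC20 acetylcholine (0%), high control EC100 acetylcholine (100%) | repeats = singlicate, one well per test compound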
TAAR1 agonist: agonists of human TAAR1 | CHO RD-HGA16 TAAR1, Fluo-8 calcium fluorescence; vehicle wells 0%, saturating PEA agonist 100% | 0.99% of 360,000 active | Q96RJ0 | activation, % at 3 µM;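 active means activation above the mean activation of all test compounds in the run plus 3 SD, cut at about 38% in these data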
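Test system: RD-HGA16 (CHO) cells co-expressing Gα16 and hTAAR1 | Doses: Single dose, 3 µM | Schedule: 17-24 h seeding, 75 min 37 °C dye, 30 min RT | Evaluation: % activation from peak over basal fluorescence ratio, DMSO-to-PEA scaled | Technique: Kinetic Fluo-8 calcium fluorescence | Benchmarks: Low control DMSO, high control PEA (EC100)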
CHRM4 PAM: CHRM4 positive allosteric modulation; CHO-K1 hM4/Gqi5, Fluo-8 calcium fluorescence, ACh EC20; 0% = ACh EC20, 100% = maximal ACh; 0.4% of 360,000 active; activation, % at 3 µM; P08173;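 active means activation above its plate's cutoff, the mean activation of sample wells plus 3 SD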; further: some results filed as inactive read as strong as hits
Target sequence (P08173 whole entry, looked up): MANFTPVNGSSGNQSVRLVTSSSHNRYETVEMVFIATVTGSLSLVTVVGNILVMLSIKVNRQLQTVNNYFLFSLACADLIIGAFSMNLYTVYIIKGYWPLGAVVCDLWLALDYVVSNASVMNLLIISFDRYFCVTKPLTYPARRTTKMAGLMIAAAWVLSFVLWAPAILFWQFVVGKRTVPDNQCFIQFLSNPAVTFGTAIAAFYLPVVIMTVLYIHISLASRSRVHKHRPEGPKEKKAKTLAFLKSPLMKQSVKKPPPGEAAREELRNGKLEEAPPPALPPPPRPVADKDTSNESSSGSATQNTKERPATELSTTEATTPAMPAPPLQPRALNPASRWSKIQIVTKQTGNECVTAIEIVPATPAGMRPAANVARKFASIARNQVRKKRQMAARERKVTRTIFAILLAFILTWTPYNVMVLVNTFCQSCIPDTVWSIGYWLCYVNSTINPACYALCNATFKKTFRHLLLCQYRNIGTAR
M5 ag: agonists of human muscarinic M5 receptor (CHRM5) | activation, % at 3 µM | AID 624037 | P08912 | CHO-K1 hM5 cells, Fluo-8 calcium fluorescence; 0% DMSO wells, 100% maximal acetylcholine response | 0.19% of 360,000 active;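 active means activation above the run's mean over test compounds plus 3 SD, cut at about 23% in these data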;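 further: signal is peak over basal fluorescence ratio across the kinetic read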
M5 antag: CHRM5 antagonism in calcium assay; P08912; CHO-hM5 cells, Fluo-8 calcium fluorescence, ACh EC80; inhibition, % at 3 µM; 0.59% of 360,000 active; AID 624040;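 active means inhibition above a per-plate cutoff, the mean of that plate's test compounds plus 3 SD, cut at about 27% in these data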;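 further: 0% = acetylcholine EC80 with DMSO and 100% = DMSO without agonist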
CHO-K1 Ca PAM: M1 PAM counterscreen hit in parental CHO-K1 cells. ATP EC20, Fluo-8 calcium fluorescence; 0% at ATP EC20, 100% at ATP max. activation, % at 3 µM. 0.02% of 360,000 active;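 active means activation above the run cutoff, the mean activation of all test compounds plus 3 SD, cut at about 40% in these data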;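 further: peak over basal fluorescence ratio in a 140 s read after ATP addition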
CRFR2-BP antag: blocks CRF-induced signaling of the CRF-BP/CRF-R2 complex | AID 588475 | 0.59% of 350,000 active | inhibition, % at 11.8 µM | HEK293 CRF-R2/CRF-BP, CRF-induced calcium fluorescence;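 active means inhibition of the ligand-induced calcium signal above about 50% at the single tested concentration, limit read from the data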
Numbers without * were called inactive; · = no result given.

item | Structure | CRFBP-R2 agonist | TAAR1 antagonist | M5 PAM | TAAR1 agonist | CHRM4 PAM
1 | COc1ccccc1CNC(=O)c1cnc2ccccn2c1=O | -1.4 | -10 | -5 | 3 | -5
2 | CCCC(C)C(=O)NCc1ccccc1OC (stereo unspecified) | -0.6 | -10 | 0 | 4 | 5
3 | C=CCn1c(-c2cccnc2Cl)nc2cc(Cl)c(Cl)cc21 | 37 | -2 | -5 | -2 | -3
4 | O=c1c2ccccc2nnn1CSc1nnc(COc2ccc(Cl)cc2)n1Cc1ccco1 | -1.3 | 7 | 0 | 11 | 8
5 | COc1ccc(NC(=O)c2cc(C3CCCCN3S(C)(=O)=O)on2)c(C)c1 (stereo unspecified) | · | -14 | 0 | 2 | 7
6 | CC1CCN(C(=O)COC(=O)c2ccccc2NCCO)CC1 | 0.1 | 5 | -2 | 0 | 4
7 | COc1cc2c(cc1OC)-c1cc(NC3CCCCC3)nc(=O)n1CC2 | -2.1 | 20 | -6 | 2 | 7
8 | CN(C)C(=O)/C(=C/c1cn(-c2ccccc2)nc1-c1cccc([N+](=O)[O-])c1)NC(=O)c1ccccc1 | -2.9 | 5 | 2 | -1 | 20
9 | COC(=O)N(C)C[C@@H]1OCc2cnnn2CCCC(=O)N([C@@H](C)CO)C[C@H]1C | -0.9 | -10 | 2 | 1 | 12
10 | CN1CCc2c(sc(NC(=O)c3ccc(S(=O)(=O)N4CCCCCC4)cc3)c2C(N)=O)C1 | 127* | · | -8 | · | -9
11 | CC(=O)c1cccc(S(=O)(=O)N2CCN(c3ccccc3F)CC2)c1 | -0.4 | -22 | -6 | -2 | -11
12 | Cc1c(O)c2ccccc2oc1=O | 0.7 | -18 | 11 | 1 | 4
13 | COc1cccc(-c2nc(CS(=O)(=O)CC(=O)NC3CCC(C)CC3)c(C)o2)c1 (stereo unspecified) | 0.9 | -22 | 0 | -2 | 2
14 | CCCCOc1ccc(NC(=O)C(=O)NCCCn2ccnc2)cc1 | -1.2 | -4 | -5 | 0 | 7
15 | COc1ccc(S(=O)(=O)N2CCC(n3cnc4ccccc43)CC2)cc1 | 1.4 | 17 | -5 | 2 | 0

item | M5 ag | M5 antag | CHO-K1 Ca PAM | CRFR2-BP antag
1 | 0 | 7 | 4 | 2
2 | -6 | -3 | 0 | 1
3 | -3 | -2 | -9 | -99
4 | -2 | -3 | 16 | -19
5 | 0 | 4 | -17 | ·
6 | 2 | 6 | 0 | -5
7 | -3 | 4 | 11 | 5
8 | -1 | -2 | 28 | -58
9 | 1 | -4 | 17 | 11
10 | 2 | 10 | 8 | -146
11 | -4 | 0 | -8 | 3
12 | 3 | -1 | 24 | 6
13 | 1 | -3 | 22 | 10
14 | -7 | 1 | 32 | -8
15 | -5 | -6 | -3 | 6

Further entries:
item | Structure | CRFBP-R2 agonist | TAAR1 antagonist | M5 PAM | TAAR1 agonist | CHRM4 PAM
16 | O=C(Nc1ccccc1F)c1ccc(CSc2ccccc2)o1 | -1.4 | 6 | -12 | 8 | -10
17 | O=C(CCCNS(=O)(=O)c1cccc2nsnc12)NCCN1CCN(c2ccccc2F)CC1 | -0.3 | -6 | 16 | 4 | 1
18 | Cc1cc(NS(=O)(=O)c2ccc(NC(=O)C3CCCCC3)cc2)no1 | -1.1 | 4 | 2 | 2 | -1
19 | CCOC(=O)c1ccc(-c2ccc(N3C(c4ccsc4)=Cc4ccc(F)cc4C3c3c[nH]c4ccc(C#N)cc34)cc2)cc1F (stereo unspecified) | · | 17 | 2 | 1 | 6
20 | O=[N+]([O-])c1ccc(NS(=O)(=O)c2ccccc2)c(Cl)c1 | 30 | -17 | 8 | 5 | 4
21 | CCN(CC)c1ccc(S(=O)(=O)N2CCCCC2)cc1NC(=O)C1=COCCO1 | 0.3 | 45 | -21 | 3 | -2
22 | CCCCn1c(SCC(=O)NCc2ccc3c(c2)OCO3)nnc1C(CC)N(C)C (stereo unspecified) | 0.1 | -36 | -1 | 10 | 1
23 | COc1c(C)cccc1C(=O)NCCCNC(=O)c1ccc(C)nc1 | 2.1 | -3 | -3 | -2 | 7
24 | CC(Oc1ccc([N+](=O)[O-])cc1)C(=O)NCCCN1CCOCC1 (stereo unspecified) | -1.2 | -19 | -2 | 1 | 15

item | M5 ag | M5 antag | CHO-K1 Ca PAM | CRFR2-BP antag
16 | -4 | 8 | 5 | 11
17 | -2 | -5 | -11 | 3
18 | -3 | 8 | 16 | -1
19 | -1 | -8 | 21 | ·
20 | 9 | 5 | 25 | 56*
21 | -1 | 20 | 2 | 8
22 | -3 | 2 | 21 | -13
23 | -4 | 7 | -3 | -9
24 | -5 | 16 | -9 | 11

Part of the list above, with values under each structure:
Every second line gives: CRFBP-R2 agonist | TAAR1 antagonist | M5 PAM | TAAR1 agonist | CHRM4 PAM | M5 ag | M5 antag | CHO-K1 Ca PAM | CRFR2-BP antag
13	COc1cccc(-c2nc(CS(=O)(=O)CC(=O)NC3CCC(C)CC3)c(C)o2)c1 (stereo unspecified)
  0.9 | -22 | 0 | -2 | 2 | 1 | -3 | 22 | 10
14	CCCCOc1ccc(NC(=O)C(=O)NCCCn2ccnc2)cc1
  -1.2 | -4 | -5 | 0 | 7 | -7 | 1 | 32 | -8
15	COc1ccc(S(=O)(=O)N2CCC(n3cnc4ccccc43)CC2)cc1
  1.4 | 17 | -5 | 2 | 0 | -5 | -6 | -3 | 6
16	O=C(Nc1ccccc1F)c1ccc(CSc2ccccc2)o1
  -1.4 | 6 | -12 | 8 | -10 | -4 | 8 | 5 | 11
17	O=C(CCCNS(=O)(=O)c1cccc2nsnc12)NCCN1CCN(c2ccccc2F)CC1
  -0.3 | -6 | 16 | 4 | 1 | -2 | -5 | -11 | 3
18	Cc1cc(NS(=O)(=O)c2ccc(NC(=O)C3CCCCC3)cc2)no1
  -1.1 | 4 | 2 | 2 | -1 | -3 | 8 | 16 | -1
19	CCOC(=O)c1ccc(-c2ccc(N3C(c4ccsc4)=Cc4ccc(F)cc4C3c3c[nH]c4ccc(C#N)cc34)cc2)cc1F (stereo unspecified)
  · | 17 | 2 | 1 | 6 | -1 | -8 | 21 | ·
20	O=[N+]([O-])c1ccc(NS(=O)(=O)c2ccccc2)c(Cl)c1
  30 | -17 | 8 | 5 | 4 | 9 | 5 | 25 | 56*
21	CCN(CC)c1ccc(S(=O)(=O)N2CCCCC2)cc1NC(=O)C1=COCCO1
  0.3 | 45 | -21 | 3 | -2 | -1 | 20 | 2 | 8
22	CCCCn1c(SCC(=O)NCc2ccc3c(c2)OCO3)nnc1C(CC)N(C)C (stereo unspecified)
  0.1 | -36 | -1 | 10 | 1 | -3 | 2 | 21 | -13
23	COc1c(C)cccc1C(=O)NCCCNC(=O)c1ccc(C)nc1
  2.1 | -3 | -3 | -2 | 7 | -4 | 7 | -3 | -9
24	CC(Oc1ccc([N+](=O)[O-])cc1)C(=O)NCCCN1CCOCC1 (stereo unspecified)
  -1.2 | -19 | -2 | 1 | 15 | -5 | 16 | -9 | 11
